# Screening data: PubChem, several laboratories
# DNA FID counter = compounds displacing fluorescent DNA intercalator, primary screen, artefact control for HCV NS3 helicase inhibitor project, biochemical, FID fluorescence. DNA fluorescent intercalator displacement. 0.17% of 290,000 active. inhibition, % at 7.9 µM; in the data active = inhibition above about 37%;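 also: 0% = vehicle and 100% = reference compound; higher means more ethidium bromide displaced from hairpin DNA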
# M18AAP inhibitor = PfM18AAP inhibitors, malaria aminopeptidase, primary screen, biochemical, QFRET, recombinant enzyme | AID 1822, 2009 | inhibition, % at 7.35 µM | M18 aspartyl aminopeptidase (Plasmodium falciparum 3D7) | H-Glu-NHMec fluorogenic cleavage | 1.2% of 290,000 active;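 active = inhibition above the campaign mean inhibition over all tested compounds plus 3 SD, cut at about 28% in these data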;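 also: 0% = plate median of test compound wells and 100% = 2 mM ZnCl2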
# IMP-1 inh = IMP-1 metallo-beta-lactamase inhibitors, primary screen, biochemical, epi-absorbance readout, Pseudomonas aeruginosa enzyme | metallo-beta-lactamase IMP-1 (Pseudomonas aeruginosa) | purified IMP-1, nitrocefin hydrolysis, epi-absorbance fluorescence | inhibition, % at 5.6 µM | 0.45% of 290,000 active;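 active = inhibition above the mean plus 3 SD of all compounds in the same screening run, cut at about 4.5% in these data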;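 also: 0% = IMP-1 with DMSO and 100% = DMSO wells lacking enzyme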
#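 System: purified IMP-1 / Input: IMP-1 dispensed at 0.2 nM / Medium: 50 mM HEPES pH 7.1, 50 µM ZnSO4, 0.05% Brij 35 / Timing: 15 min enzyme–compound preincubation, then 25 min nitrocefin reaction, 25 °C / Technique: plate fluorescence quenching by hydrolysis product, ex 480/em 530 nm / Repeats: singlicate testing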
# p-CIP stab down = p/CIP-EGFP fusion destabilizers, primary screen, fluorescence, F442A cells; Q05BA5; 16 h; decrease of EGFP signal, % at 10 µM; 0.01% of 290,000 active;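 active = EGFP signal decrease of at least 30% at 10 µM or well 3 SD below plate mean, unless failing retest; inactive = the rest, including hits failing retest or dose response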; also: some compounds called inactive have numbers as strong as hits; many of its hits are not listed in these tables
# IDE cell activ = human IDE activators in live cells, primary screen, fluorescence polarization, HEK cells, FAbeta-B substrate; Insulin-degrading enzyme (Homo sapiens), P14735; FAbeta-B cleavage; 0% vehicle, 100% cell-free pure enzyme wells; activation, % at 5.96 µM; 0.073% of 340,000 active; AID 493087, 2011;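 active = activation above the mean of all tested compounds plus 3 SD, set per screening campaign, cut at about 17% in these data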
# NS3 helicase inh = inhibitors of HCV NS3 helicase, primary screen, biochemical, Cy5 molecular beacon fluorescence | inhibition, % at 10.9 µM | 0.56% of 290,000 active | NS3 helicase DNA unwinding | AID 1800, 2009;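 active = inhibition above the mean of all tested compounds plus 3 SD, set per campaign, cut at about 35% in these data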;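 also: 0% = DMSO wells and 100% = thioflavine S control wells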
#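 Compound dosing – single dose, 10.9 µM nominal final, DMSO 0.8% final · System – NS3 helicase fragment of HCV · Buffer or medium – MOPS pH 6.5, MgCl2, DTT, Tween20, BSA · Signal – Cy5 beacon fluorescence read at start and 1 h · Also added – annealed dual-labelled DNA beacon duplex, ATP-started · Schedule – 1 h at 25 °C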
# VIM-2 inh = VIM-2 metallo-beta-lactamase inhibitors, primary screen, biochemical, epi-absorbance readout, Pseudomonas aeruginosa enzyme; purified VIM-2, nitrocefin hydrolysis, epi-absorbance fluorescence; inhibition, % at 5.6 µM; 0.89% of 290,000 active;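 active = inhibition above the mean of all tested compounds plus 3 SD, cutoff set per screening run, cut at about 7.5% in these data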;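 also: red hydrolysis product quenches plate fluorescence so inhibitors raise well fluorescence; 0% = enzyme with DMSO and 100% = DMSO without enzyme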
# SUMO HTRF inh = inhibitors of in vitro SUMOylation cascade, primary screen, biochemical, HTRF, uHTS; SUMO-conjugating enzyme UBC9 (Homo sapiens), P63279; HTRF SUMOylation assay, SAE1/SAE2 + UBC9; inhibition, % at 35 µM; 0.36% of 290,000 active; in the data active = inhibition above about 50%, passing the limit was not always enough; also: strong numbers were not always called active
# Target sequence (P63279 whole entry, looked up): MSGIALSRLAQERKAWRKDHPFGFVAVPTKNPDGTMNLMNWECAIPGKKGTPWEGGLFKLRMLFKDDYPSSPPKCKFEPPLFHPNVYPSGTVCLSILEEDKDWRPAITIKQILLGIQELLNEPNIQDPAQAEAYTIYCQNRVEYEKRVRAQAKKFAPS
# IDE cell inh = human IDE inhibitors in live cells, primary screen, fluorescence polarization, HEK cells, FAbetaB substrate. Insulin-degrading enzyme (Homo sapiens), P14735. FAbetaB cleavage. inhibition, % at 5.59 µM. 0.41% of 320,000 active. AID 434962, 2010;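 active = percent inhibition above the average of all tested compounds plus 3 SD, set per screening campaign, cut at about 16% in these data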;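 also: IDE supplied by intact live HEK cells; FP after avidin binding of uncleaved biotin substrate so inhibition keeps polarization high; 0% = DMSO wells and 100% = 60 µM reference IDE inhibitor Ii1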
# Active calls of the source: *; x = no result given.
Compound,DNA FID counter,M18AAP inhibitor,IMP-1 inh,p-CIP stab down,IDE cell activ,NS3 helicase inh,VIM-2 inh,SUMO HTRF inh,IDE cell inh
CCOc1cccc(CN2CCN(c3cccc(C(F)(F)F)c3)CC2)c1O,2,-13,-3.5,5,7,-16,0.2,-29,-3
COc1ccc(CCNC(=O)CN2CCN(S(=O)(=O)c3ccc(Cl)cc3)CC2)cc1OC,-36,-5,-2.2,-11,-2,11,-0.9,20,3
COC(=O)C1=C(C)N(C)C(=S)N(C)C1c1cccc(Br)c1 (stereo not given),-18,1,-2.3,-20,1,-3,-2.5,17,4
COC(=O)c1cc(=O)n(-c2c(Cl)cc(C(F)(F)F)cc2Cl)[nH]1,-5,-3,-0.7,-31,2,7,-1.1,12,-1
Cc1ccc(S(=O)(=O)/N=C2/NC(=O)/C(=C/c3ccccn3)S2)cc1,-19,-5,-3.5,1,7,24,-4.2,11,2
COCc1cc(=O)[nH]c(Nc2nc(C)c3cc(OC)ccc3n2)n1,-2,-3,-1.7,-4,x,2,-3.1,-1,10
O=C(NCCN1CCCCC1)c1cc(COc2c(F)cccc2F)on1,-2,11,-1.8,12,4,0,0.2,-14,1
CN(C)S(=O)(=O)c1ccc(N2CCCC2)c(C(=O)Nc2nc3c(ccc4ccccc43)s2)c1,-10,2,-2.3,6,-1,3,-2.5,-7,5
COc1ccc(-n2nnnc2-c2ccc(S(C)(=O)=O)cc2Cl)cc1,-9,2,-2.5,-6,3,4,-2.5,8,-3
COc1cc2c(cc1NC(=O)CSc1ccccn1)oc1ccccc12,1,-1,-4.9,7,3,2,-1.6,-2,6
CCN1CCN(S(=O)(=O)c2ccc(Cl)c(C(=O)N(C)Cc3ccc(Cl)cc3Cl)c2)CC1,9,-7,-2.6,15,5,-73,-0.5,2,-3
Cc1ccc(C)c(N2CCN(C(=O)c3cc(S(=O)(=O)N4CCCC4)cn3C)CC2)c1,-48,-9,0.1,0,3,-12,0.2,-2,0
COc1ccc(C2C(C#N)=C(N)Oc3cc(N)ccc32)cc1 (stereo not given),-4,10,-4.5,-2,3,0,-2.8,13,x
Cc1cc(NC(=O)CCC(=O)N(Cc2ccco2)C2(C(=O)NC3CCCC3)CCCCC2C)no1 (stereo not given),-47,-4,-0.7,8,3,-5,-0.9,-6,4
CCCOc1ccc(C(=O)CCC(=O)OCC(=O)Nc2cc(C)on2)cc1,-5,6,-3.3,-8,x,3,-4.0,7,x
CCC(C)(C)C(=O)Nc1nnc(CCc2ccccc2)s1,-32,1,-2.9,-3,10,-6,2.9,1,-3
COc1ccccc1CNC(=O)CCNS(=O)(=O)c1ccc2c(c1)oc(=O)n2C,-7,-2,-3.3,-8,-7,0,-7.6,7,6
O=C(C1=NN(c2ccccc2)C2C(=O)N(c3ccccc3)C(=O)C12)c1ccccc1 (stereo not given),-6,1,-2.5,-5,-20,3,-1.1,8,19*
Cc1cc(N/N=C/c2ccccc2Cl)nc(NCc2ccccc2)n1,4,3,-3.4,10,7,-76,-1.6,-44,7
C=CCNCCCCOc1ccc(Br)cc1C,12,-2,-2.5,6,3,-16,0.3,7,-5
O=C(O)/C=C/c1cnn(-c2ccccc2)c1,-1,-9,-0.9,-6,4,0,-0.8,4,x
CCCOC(=O)CCCN1C(=O)/C(=C2\SC(=S)N(CCCC(=O)OCCC)C2=O)SC1=S,-5,1,-1.7,-5,x,0,-0.6,-22,0
COc1ccccc1/C=C(\C#N)C(=O)Nc1ccc(S(N)(=O)=O)cc1,13,4,-2.2,-15,9,2,-2.6,22,4
O=S(=O)(Cc1noc(-c2ccccc2Cl)n1)c1ccccn1,0,-8,-2.6,-1,1,-1,0.6,4,-1
C#CCN1CC(C)/C(=N/O)CC1C (stereo not given),4,-3,-2.5,-4,-1,2,-0.3,2,8
COc1cccc(C(=O)NCc2nnc(SCC(=O)Nc3nccs3)n2-c2ccccc2)c1,-28,-2,-3.7,8,3,8,-6.1,5,1
Cc1nn(CC(=O)c2ccc(Br)s2)c(C)c1[N+](=O)[O-],1,-7,0.6,1,-8,-10,0.0,-16,2
Cc1oc2c(CN3CCCC3)c(O)ccc2c(=O)c1-c1ccc(Cl)cc1,8,-11,-1.2,0,-2,0,-2.1,29,5
CCC(Oc1ccccc1)C(=O)N1CCN(c2ccccn2)CC1 (stereo not given),-13,-4,-2.1,4,3,-5,1.5,10,-1
NC(=O)c1c(NC(=O)c2cc3ccccc3o2)sc2c1CCC2,1,3,-2.5,-18,4,14,-3.6,19,10
O=C(CC(CC(=O)c1ccc(Cl)cc1)c1ccccc1C(=O)O)c1ccc(Cl)cc1,-22,-1,-3.5,-1,2,30,12*,-1,-1
Cc1ccccc1NC(=O)c1cccc(OCc2c(C)noc2C)c1,-18,2,-4.1,-12,0,-16,-4.3,22,1
CCOc1c(Br)cc(CNc2ccc(N3CCN(C(C)=O)CC3)cc2)cc1OC,-9,13,-17,-20,-4,27,-1.4,18,-1
O=C(NCc1ccco1)/C(=C/c1ccc(Br)cc1)NC(=O)c1ccco1,-12,-1,-3.1,1,-4,0,-1.6,0,8
CCOC(=O)CCc1c(C)c2ccc(OCc3nn[nH]n3)c(C)c2oc1=O,-33,5,-1.8,-18,7,11,5.2,14,-3
Cc1ccc(S(=O)(=O)NCC(=O)Nc2ccc3c(c2)OCO3)cc1,-5,-4,-1.1,19,0,2,0.6,-4,-1
COc1ccc(C2C(C#N)=C(C)NC3=C2C(=O)CC(C)(C)C3)c(OC)c1 (stereo not given),-16,-3,-7.1,2,4,4,-5.5,24,2
COc1cc(OC)cc(C(=O)N(Cc2nc(-c3cccc(C)c3)no2)C(C)C)c1,-36,3,-1.9,1,-1,-11,-1.2,2,x
CCn1cc(CN2CCC(C(=O)Nc3ccc(Oc4cccnc4)cc3)CC2)c(C)n1,4,1,-2.7,-16,-2,-6,2.4,-4,-4
O=C(NC(=S)Nc1cccc(Cl)c1Cl)C1CC1,-7,6,-1.4,-6,1,-7,-3.8,12,-6
Cc1nc(C(=O)N2CCOCC2)sc1C1(C)CC(c2ccccc2)=NO1 (stereo not given),x,x,x,-16,1,x,x,15,3
COc1ccccc1C(=O)N1CCCC(c2nc(-c3cc(OC)c(OC)c(OC)c3)no2)C1 (stereo not given),-40,-8,-5.4,3,-3,-1,-2.8,10,3
CCCCn1nnnc1NCc1cccnc1,0,3,-2.4,-2,2,-5,-0.3,-7,7
O=C1c2ccccc2C(=O)N1CC#CCN1CCN(C2CCCCC2)CC1,15,6,-0.6,-7,0,9,-2.7,14,0
COc1ccc(N2C=C3C(=O)C(C)(OC(=O)CCc4ccccc4)C(=O)C=C3C=C2c2ccc(C#N)cc2)cc1 (stereo not given),x,x,x,-3,1,x,x,13,-2
Cc1ccc(C(=O)NC(C)c2ccccc2)o1 (stereo not given),-2,-1,-4.8,-8,3,1,-2.2,3,2
Cc1ccc(C(=O)OCC(=O)NCc2cccs2)cc1S(=O)(=O)N1CCOCC1,-12,4,-3.4,-7,4,5,-3.1,-11,5
Cc1nnc(SCC(=O)NCc2ccccc2Cl)[nH]c1=O,-2,5,-2.5,5,3,5,-0.7,-2,-4
O=C(COc1cccc(NC(=O)c2cccc([N+](=O)[O-])c2)c1)c1ccc(Br)cc1,-1,-13,0.4,-5,4,-2,-0.4,-21,0
CN(c1ccccc1)S(=O)(=O)c1cccc(NC(=O)c2cncc(Br)c2)c1,-11,9,-3.1,-8,2,-12,0.7,5,1
CC(=O)Nc1ccc(-c2nc3ccccc3c(=O)o2)cc1,-3,7,1.7,5,0,28,2.8,9,-2
CC(C)(C)OC(=O)N/N=C\c1ccc(OC(=O)c2ccco2)cc1,-13,2,-0.2,-5,1,0,-0.4,-29,4
CCn1c(Cc2ccccc2)nnc1SCC(=O)Nc1ccc(OC)cc1,-24,2,-2.5,-33,4,-4,-0.2,-9,0
COc1ccc(OCC(=O)NC2CCCN(Cc3ccc(Cl)cc3)C2)cc1 (stereo not given),-10,0,-1.4,3,-2,-9,-0.5,5,-2
COc1ccc(NC(=O)CSCC(=O)NC2(C)CCS(=O)(=O)C2)cc1 (stereo not given),-2,3,-2.7,-5,2,-8,-0.6,5,-2
O=C(CCSc1nnc(-c2ccco2)o1)Nc1ccccc1,-6,-8,-0.7,5,-7,-4,-1.0,8,0
Cc1cccn2cc(-c3ccc(F)cc3)cc12,-1,0,-3.8,-8,8,-6,-1.8,19,1
CCCN(CC(=O)Nc1ccc(Cl)cc1Cl)Cc1cc(=O)n2ccsc2n1,-30,-7,-1.5,-2,3,15,-1.4,12,9
Cc1ccc(CCNC(=O)c2cc(-c3ccncc3)nc3ccccc23)cc1,-32,3,-3.6,-5,-4,-7,-0.4,6,0
O=C(CN1C(=O)NC2(CCOc3ccccc32)C1=O)Nc1ccc(F)c(F)c1F (stereo not given),-10,2,-0.9,3,-2,-8,1.1,-5,-3

# Carrying on.
Compound,DNA FID counter,M18AAP inhibitor,IMP-1 inh,p-CIP stab down,IDE cell activ,NS3 helicase inh,VIM-2 inh,SUMO HTRF inh,IDE cell inh
C=CCN(CC=C)C(=O)c1ccc(OC2CCN(C(C)=O)CC2)c(OC)c1,-16,-16,-3.4,1,-4,-3,-0.7,7,-9
COc1ccc2[nH]cc(CCNC(=O)CS(=O)(=O)Cc3ccccc3)c2c1,-8,-7,-1.2,0,0,-1,-0.9,19,1
CC(=O)Nc1ccc(S(=O)(=O)NC(C)C(=O)NCCc2ccc(F)cc2)cc1 (stereo not given),1,0,-2.7,16,3,4,-1.1,4,4
CCC(Sc1nc(N)cc(=O)[nH]1)C(=O)NC(C(=O)OC)c1ccccc1 (stereo not given),-25,-12,-0.8,5,x,9,-3.1,8,5
CCn1nc(NS(=O)(=O)c2ccccc2[N+](=O)[O-])c2cc3cccc(C)c3nc21,-29,6,-0.5,-1,7,-9,-1.6,0,-4
Cc1cc(C)cc(N(CC(=O)NC2CC3CCC2C3)S(C)(=O)=O)c1 (stereo not given),-24,7,-6.4,1,5,-2,-2.0,3,1
C/C(=N\NC(=O)CSCc1ccc([N+](=O)[O-])cc1)c1cccc(Br)c1,1,-4,0.3,7,0,-15,-1.0,-14,0
